Assay outcomes from PubChem.
HTRA1 inh = HTRA1 (human) protease inhibition; recombinant HTRA1, FP-rhodamine activity-based probe, fluorescence polarization; inhibition, % at 5.96 µM; hit rate 0.5% among 340,000; in the data active = inhibition above about 36%;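 note: 0% = enzyme with DMSO and 100% = wells lacking enzyme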
LEDGF integ inh = blocks HIV-1 LEDGF/p75-dependent DNA integration; TR-FRET IN-LEDGF/p75 DNA integration, Eu/Cy5; inhibition, % at 3.7 µM; hit rate 0.64% among 370,000;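 active = inhibition above the screen-wide mean plus 3 SD, cut at about 13% in these data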;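 note: signal is the Cy5 over europium emission ratio at 671 and 618 nm; 0% = plate median of compound wells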
mABHD4 FP = inhibits mouse alpha/beta hydrolase domain 4; purified mABHD4, FP-Rh probe fluorescence polarization; Q8VD66; inhibition, % at 8.92 µM; hit rate 0.54% among 370,000;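 active = inhibition exceeding the mean over every tested compound plus 3 SD, cut at about 30% in these data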;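 note: 0% = plate median of compound wells and 100% = S159A mutant with DMSO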
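Material: mouse ABHD4 enzyme, wild type; Benchmarks: S159A mutant high control, sample median low control; Buffer or medium: HEPES pH 7.0, NaCl, Pluronic buffer; Signal: fluorescence polarization; Read-out: percent inhibition of probe binding, normalized to plate controls; Timing: pre-incubation 45 min, probe exposure 60 min, at 25 °C; Dosing: 8.92 µM, single dose.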
TCR-CD3 inh = blocks the human TCR-CD3 interaction. TAMRA-labeled TCR probe fluorescence, biochemical. inhibition, % at 9.4 µM. hit rate 0.37% among 360,000; in the data active = inhibition above about 19%;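 note: recombinant mutant TCR 2C K166C tagged with TAMRA read by polarization; 0% = receptor in buffer alone and 100% = receptor with positive control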
PRMT1 inh = inhibitors of human PRMT1. Q99873. recombinant PRMT1, activity-based probe fluorescence polarization. inhibition, % at 2.79 µM. hit rate 1.3% among 370,000. AID 652257;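 active = inhibition above about 21% made by adding two undisclosed values, limit read from the data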
Target sequence (Q99873 whole entry, looked up): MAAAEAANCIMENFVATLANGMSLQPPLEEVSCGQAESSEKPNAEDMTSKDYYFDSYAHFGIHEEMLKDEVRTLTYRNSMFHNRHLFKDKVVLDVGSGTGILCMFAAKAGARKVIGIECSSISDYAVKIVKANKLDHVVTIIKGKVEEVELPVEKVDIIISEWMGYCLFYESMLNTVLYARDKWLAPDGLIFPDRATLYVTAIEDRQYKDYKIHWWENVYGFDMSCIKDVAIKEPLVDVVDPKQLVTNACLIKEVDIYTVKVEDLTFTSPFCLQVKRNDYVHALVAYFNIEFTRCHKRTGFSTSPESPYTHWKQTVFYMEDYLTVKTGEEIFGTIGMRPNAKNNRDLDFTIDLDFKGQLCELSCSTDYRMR
NR1D1 modulator = Rev-erb alpha (human) modulation | P20393 | Rev-erbα–FITC-DNA binding, fluorescence polarization, 90 min | activity, % at 10 µM | hit rate 0.79% among 370,000 | AID 1259318;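 active = activity above about 14%, limit read from the data; passing the limit was not always enough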;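 note: 0% = DMSO wells with 35 nM protein and 100% = DMSO wells with 750 nM protein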
Target sequence (P20393 whole entry, looked up): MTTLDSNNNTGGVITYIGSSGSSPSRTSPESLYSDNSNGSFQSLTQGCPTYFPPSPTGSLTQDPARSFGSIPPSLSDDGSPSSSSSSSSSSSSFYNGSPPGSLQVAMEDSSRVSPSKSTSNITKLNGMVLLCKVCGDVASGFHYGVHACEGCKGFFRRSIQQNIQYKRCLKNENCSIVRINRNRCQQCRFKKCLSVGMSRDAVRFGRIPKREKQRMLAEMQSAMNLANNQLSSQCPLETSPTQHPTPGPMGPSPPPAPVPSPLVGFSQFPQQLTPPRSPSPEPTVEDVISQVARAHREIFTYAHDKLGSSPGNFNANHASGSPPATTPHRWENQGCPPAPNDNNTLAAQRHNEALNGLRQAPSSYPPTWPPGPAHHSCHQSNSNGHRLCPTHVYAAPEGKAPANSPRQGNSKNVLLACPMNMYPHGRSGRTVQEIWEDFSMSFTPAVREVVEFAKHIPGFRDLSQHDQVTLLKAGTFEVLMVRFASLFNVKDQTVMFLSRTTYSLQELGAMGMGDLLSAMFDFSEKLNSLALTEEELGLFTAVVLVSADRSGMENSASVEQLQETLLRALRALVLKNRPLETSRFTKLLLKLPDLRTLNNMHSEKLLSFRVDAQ
UHRF1 binding = UHRF1 methyl-DNA binding inhibition; Q96T88; UHRF1 binding to methylated oligo, TR-FRET; inhibition, % at 4.4 µM; hit rate 0.75% among 370,000; in the data active = inhibition above about 21%;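 note: UHRF1 SRA domain binding a hemimethylated CpG hairpin DNA probe; 0% = median of test compound wells and 100% = reference inhibitor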
PG9 binder = PG9 antibody binding by small molecule | TR-FRET gp120-PG9 antibody binding | inhibition, % at 6.7 µM | AID 624416 | hit rate 0.43% among 360,000; in the data active = inhibition above about 8.5%
rCAG binder = molecules binding r(CAG) RNA repeats | r(CAG) RNA repeat, TO-PRO-1 dye displacement fluorescence | inhibition, % at 3 µM | hit rate 1.3% among 370,000 | AID 651821;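 active = inhibition above the plate cutoff, the mean of all test compounds on that plate plus 3 SD, cut at about 35% in these data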;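 note: 0% = DMSO alone and 100% = 100 µM mitoxantrone as full dye displacement; higher means more dye released from RNA so lower well fluorescence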
MBD2 inh = blocks human MBD2 binding to methylated DNA. Q9UBB5. TR-FRET, MBD2 binding to methylated oligonucleotide. inhibition, % at 4.4 µM. hit rate 0.31% among 370,000; in the data active = inhibition above about 13%
The depositor's hits bear a star; . = no result given.

SMILES	HTRA1 inh	LEDGF integ inh	mABHD4 FP	TCR-CD3 inh	PRMT1 inh	NR1D1 modulator	UHRF1 binding	PG9 binder	rCAG binder	MBD2 inh
Cc1ccc(NC(=O)N(CCCN2CCOCC2)Cc2cccnc2)cc1C	3	0	-2	9	-5	0	-1	-1.8	0	-3
CCCCN(CCCC)C(=O)CSc1nnc(-c2cc(OC)c(OC)c(OC)c2)o1	0	1	-3	-11	3	-9	6	2.3	-3	8
O=C(CCNC(=O)c1ccccc1Cl)NCC1COc2ccccc2O1 (stereo unspecified)	1	0	-4	-12	6	-5	-1	0.7	-4	1
CC1(C)CC(NC(=O)Nc2ccc([N+](=O)[O-])cc2)CC(C)(C)N1	-3	3	0	-9	0	1	-2	-0.5	2	-6
CCOC(=O)c1cc(-c2ccc(C)cc2)n(CCC(=O)NCCN(C)C)c1C	1	6	0	6	-3	7	1	-2.4	-5	-7
CC1(C)Oc2ccc3ccc(=O)oc3c2/C(=C/Nc2cccc(O)c2)C1=O	.	-2	-11	-2	3	5	0	0.8	14	4
CCCc1nc2ccccc2c(=O)n1CC(=O)c1ccc(OC)cc1	0	5	-6	-3	1	2	2	10.0*	-1	-1
CCc1noc(C)c1C(=O)N1CCCSC1=Nc1ccccc1Cl	-14	1	3	-3	-2	0	1	0.7	-6	3
Oc1oc(-c2ccccc2Br)nc1C=Nc1ccc(Br)cn1	-8	2	5	6	0	-21	1	-3.5	2	-3
CC(CC(=O)NCc1ccco1)S(=O)(=O)c1ccc2c(c1)CCN2C(=O)C1CC1 (stereo unspecified)	2	-2	7	-4	1	-3	3	-0.7	2	1
CC[C@@H]1C(c2ccccc2)=NN(c2ccc(Br)cc2)[C@H]1C(=O)N1CCOC1=O	0	-1	3	0	-2	-2	-2	-1.2	7	0
COc1ccc(C(=O)Nc2cc(C)c(NC(=O)c3ccccc3OC)cn2)cc1	0	4	-6	6	-2	-4	-2	-1.4	4	-1
CCOC(=O)c1c(/N=C/C2=C(O)CC(C)(C)CC2=O)sc(C(C)=O)c1C	-3	0	7	9	1	-3	-3	2.6	-1	-3
COc1cnc(-c2ccccc2)nc1Sc1ccccc1	-22	-1	-10	5	4	0	5	3.0	1	2
O=c1[nH]c(=S)[nH]c2c1CN(Cc1ccc(F)cc1)CC2	8	1	-2	2	-3	-6	-4	-4.8	1	4

7 of the compounds above, with bars between the fields:
structure | HTRA1 inh | LEDGF integ inh | mABHD4 FP | TCR-CD3 inh | PRMT1 inh | NR1D1 modulator | UHRF1 binding | PG9 binder | rCAG binder | MBD2 inh
CCCc1nc2ccccc2c(=O)n1CC(=O)c1ccc(OC)cc1 | 0 | 5 | -6 | -3 | 1 | 2 | 2 | 10.0* | -1 | -1
CC(CC(=O)NCc1ccco1)S(=O)(=O)c1ccc2c(c1)CCN2C(=O)C1CC1 (stereo unspecified) | 2 | -2 | 7 | -4 | 1 | -3 | 3 | -0.7 | 2 | 1
Oc1oc(-c2ccccc2Br)nc1C=Nc1ccc(Br)cn1 | -8 | 2 | 5 | 6 | 0 | -21 | 1 | -3.5 | 2 | -3
CC[C@@H]1C(c2ccccc2)=NN(c2ccc(Br)cc2)[C@H]1C(=O)N1CCOC1=O | 0 | -1 | 3 | 0 | -2 | -2 | -2 | -1.2 | 7 | 0
CCOC(=O)c1cc(-c2ccc(C)cc2)n(CCC(=O)NCCN(C)C)c1C | 1 | 6 | 0 | 6 | -3 | 7 | 1 | -2.4 | -5 | -7
COc1cnc(-c2ccccc2)nc1Sc1ccccc1 | -22 | -1 | -10 | 5 | 4 | 0 | 5 | 3.0 | 1 | 2
O=C(CCNC(=O)c1ccccc1Cl)NCC1COc2ccccc2O1 (stereo unspecified) | 1 | 0 | -4 | -12 | 6 | -5 | -1 | 0.7 | -4 | 1

Further compounds
SMILES	HTRA1 inh	LEDGF integ inh	mABHD4 FP	TCR-CD3 inh	PRMT1 inh	NR1D1 modulator	UHRF1 binding	PG9 binder	rCAG binder	MBD2 inh
Cc1n[nH]c(C)c1CNCc1c(C(=O)N2CCCCCCC2)nc2ccc(Cl)cn12	-2	-3	0	8	-4	-1	-3	-1.6	2	-5
COC(=O)C1CCN(C(=O)COC(=O)CNS(=O)(=O)c2ccc(SC)c([N+](=O)[O-])c2)CC1	7	0	-1	-1	0	-11	0	-0.2	4	0
CCn1nc(NS(=O)(=O)c2ccccc2)c2cc3ccc(C)cc3nc21	1	-3	1	-11	3	2	-1	-2.1	18	-2
CCC(C)NS(=O)(=O)c1ccc2[nH]c(=O)oc2c1 (stereo unspecified)	.	-1	-2	.	-2	2	-2	.	1	-4
CCCCN1CC(=O)N2[C@H]3c4ccc(OC)cc4OC[C@@H]3[C@H](c3ccccc3)[C@]2(C)C1=O	-4	4	-11	-4	10	-5	4	0.5	-26	-4
C=C1N(CCCCCC(=O)O)C(=O)OC12CCCCC2	-6	-4	3	-10	5	-1	2	0.7	3	2
Cn1c(Cl)c(C(=O)Nc2ccccc2)c2ccccc21	-21	2	-1	4	-4	-2	0	0.4	1	-2
Cc1cc(NC(=O)CCC(=O)N(c2ccc(F)cc2)C(C(=O)NC2CCCC2)c2ccncc2)no1 (stereo unspecified)	1	-2	3	5	0	7	-1	-3.6	-2	3
CSc1nc2ccc(S(=O)(=O)N3CCCC3)cc2s1	-10	5	0	-1	0	-1	1	-2.0	1	-5
Cc1cc(C(=O)COC(=O)c2ccc(O)cc2)c(C)n1CC1CCCO1 (stereo unspecified)	2	7	-11	6	-2	-1	0	-2.9	1	-6
O=C(CSc1nnc(Cc2cccs2)n1C1CCCCC1)N1CCCc2ccccc21	-18	14*	-3	-1	2	2	-2	-0.7	-11	-4
Cn1nnnc1SCc1nc2ccccc2s1	4	2	1	8	0	22*	2	-1.1	1	-6
CCN(C(=O)CSc1nnc(-c2c[nH]c3ccccc23)n1C1CC1)C1CCS(=O)(=O)C1 (stereo unspecified)	0	-9	1	-2	2	-1	0	-0.7	-3	0
COc1cc(C(=O)N2CCC(NC(=O)C(Cc3ccc(C(C)C)cc3)NC(C)=O)CC2)cc(OC)c1OC (stereo unspecified)	4	-2	5	-5	1	-2	2	0.2	-12	3
Cc1ccc(NC(=S)NCC2CCCO2)cc1 (stereo unspecified)	-7	0	0	-8	-3	-3	-1	-0.6	-2	-3
N#Cc1cc2c(=O)n3ccccc3nc2n(-c2ccc(Cl)cc2)c1=O	10	-1	2	4	2	1	-2	-0.7	3	0
COC(=O)c1ccc(-n2ccnc2)cc1	0	-3	-6	-4	5	-6	3	-2.8	-5	5
CCn1c(SCC(=O)OCC(=O)N2c3ccccc3NC(=O)C2(C)C)nnc1-c1ccco1	0	1	0	7	1	2	1	-0.2	-3	-2
CC1C(=O)N2CCCc3cc(S(=O)(=O)N4CCCCC4)cc1c32 (stereo unspecified)	-5	-3	7	-2	1	5	0	-0.1	1	4
O=C(NCc1cccs1)C(Cc1ccccc1)n1cccc1 (stereo unspecified)	-2	0	-6	-5	7	3	-2	1.8	6	3
S=C(NNc1ccc2ccccc2c1)NC1CCCCC1	35	-3	13	8	2	0	-1	-4.4	7	-7
Cc1cccc(N2CCN(C(=O)CCCn3c(=O)c4cccn4c4cccnc43)CC2)c1C	-1	1	0	6	-6	-7	0	-0.2	-1	1
Cc1ccccc1N1CCN(C(=O)CCn2nnc3ccccc32)CC1	.	-3	2	.	0	0	1	.	3	0
COC(=O)CSc1nnc(CNC(=O)Cc2ccccc2)n1C	3	3	1	-5	2	-2	9	0.9	-2	7
CCOC(=O)N1CCN(c2nc(-c3ccc(F)cc3)cs2)CC1	-6	-2	1	2	-2	-1	-3	-1.0	0	1
C/C(=N\NC(=O)Cc1csc(N2CCOCC2)n1)c1ccc(Cl)c(Cl)c1	8	-1	-4	2	1	-1	-1	-1.0	-3	-2
CCOC(=O)c1ccc(NC(=O)c2ncn3c2C(=O)NC[C@H]3C)cc1	-12	2	1	-6	2	-2	-2	-1.1	11	-3
CN(C)S(=O)(=O)c1cccc(NC(=O)Cc2ccc(Cl)cc2)c1	-12	-1	-2	4	-1	5	1	0.0	4	2
CN1OC(Cn2cc(C#N)c(=O)n(C)c2=O)CC1c1ccccc1 (stereo unspecified)	1	2	-2	-3	-1	-4	1	-4.7	0	3
COc1ccccc1CCNS(=O)(=O)c1ccc(C(=O)O)n1C	3	-2	1	7	1	9	0	-0.5	4	1
CC1(C)Cc2ccccc2-c2nnc(-c3cccc(O)c3)n21	10	-2	3	1	0	3	-3	-2.2	-3	1
Cc1ccc(S(=O)(=O)N2CCN(S(=O)(=O)c3ccc(C)cc3)C2c2ccccc2)cc1	-28	-1	-4	-2	1	2	0	-2.5	-1	1
O=c1oc2ccccc2nc1/C=C(O)/C=C\c1ccccc1	9	-4	33*	3	13	3	-3	-3.5	22	-4
CC1(C(=O)NS(=O)(=O)c2cccs2)CCN1C(=O)C1CCCCC1 (stereo unspecified)	.	-2	1	-5	1	0	0	-0.6	3	-1
O=S(=O)(NCc1ccccn1)c1ccccc1	6	-4	-3	9	0	-2	-2	1.4	1	3
O=C(NCc1ccc(Cl)cc1)NCc1ccc(Cl)cc1	2	7	-2	-4	-2	-4	25*	-1.6	3	7
O=C(CCCN1C(=O)c2ccccc2C1=O)N1CCc2ccccc2C1	-5	-1	-1	-3	3	9	3	-1.3	5	5
COc1ccccc1-c1nc2cc(Cl)ccc2c(=O)n1O	-3	2	3	2	3	1	-2	0.0	2	-2
C#CC(C)(C)NC(=O)c1cnc(-c2ccccc2)nc1-c1ccccc1	-17	-2	5	3	-1	5	1	-1.6	1	1
C=CCN(c1ccc(C(=O)NCCN2CCOCC2)cc1)S(C)(=O)=O	11	3	-4	2	-5	1	29*	-0.3	-4	-2
Oc1cccc2oc(=S)[nH]c12	6	0	5	-4	-1	-1	3	-1.3	-1	-6
Cc1ccc(SCC2(O)CCN(C(=O)c3ccc(Cl)cc3)CC2)cc1	-15	1	0	2	0	-3	-1	0.5	-6	0
CCC(C)(C)NC(=O)Cc1ccc(F)cc1	.	3	-5	7	-4	-1	0	-0.2	1	4
COc1cccc(C(=O)C(=O)c2cccc(OC)c2OC)c1OC	-4	1	4	2	1	-8	0	-1.2	1	-1
COc1ccc(-c2nn(-c3ccccc3)cc2CNC[C@H]2O[C@@H](n3cnc4c(=O)[nH]c(N)nc43)[C@H](O)[C@@H]2O)cc1	.	-4	0	-5	1	2	2	-2.6	16	1
Cn1c(=O)cc(N2CCc3ccccc32)[nH]c1=O	2	-5	1	-3	0	-7	-1	-2.7	3	0
Cc1ccc(C(=O)CSc2ccccc2C(=O)O)cc1	-7	-2	2	-1	2	-2	-2	-0.5	3	-3
CC1(C)COC(=S)N1CCC#N	5	-2	-4	-8	-2	-6	0	-0.6	3	-1
c1coc(-c2nc3nc4ccccc4nc3n2CC2CCCO2)c1 (stereo unspecified)	14	2	-6	-8	1	-1	-7	0.8	6	-6
COC(=O)c1ccc(-n2nnnc2SCC(=O)NCc2cccc(C(=O)O)c2)cc1	0	2	0	0	-1	0	4	0.8	3	3
CC(C)(C)NC(=S)N1CCC(C(=O)c2ccc(Cl)cc2)CC1	-9	3	2	-2	1	-5	0	-1.0	0	-1
CN(C)c1nc(NS(=O)(=O)c2ccc(Cl)cc2)nc(N(C)C)n1	-5	-2	1	-4	-1	-1	3	0.9	6	1

These rows are one share of the data. The share of hits here may be higher or lower than overall.
